# Source: PubChem
# PKM2 act = activators of human pyruvate kinase M2; P14618; purified PKM2, Kinase-Glo ATP luminescence, activation; response scale: 0% is enzyme alone, no compound; Potency, µM (highest dose often 57.5 µM), for the others: at the top dose activation, most hits filed as activators; hit rate 0.34% among 260,000; AID 1631; also: potency is read from the fitted curve at half-maximal effect; nearly all actives have a fitted effect of over 55% in size
# Target sequence (P14618 whole entry, looked up): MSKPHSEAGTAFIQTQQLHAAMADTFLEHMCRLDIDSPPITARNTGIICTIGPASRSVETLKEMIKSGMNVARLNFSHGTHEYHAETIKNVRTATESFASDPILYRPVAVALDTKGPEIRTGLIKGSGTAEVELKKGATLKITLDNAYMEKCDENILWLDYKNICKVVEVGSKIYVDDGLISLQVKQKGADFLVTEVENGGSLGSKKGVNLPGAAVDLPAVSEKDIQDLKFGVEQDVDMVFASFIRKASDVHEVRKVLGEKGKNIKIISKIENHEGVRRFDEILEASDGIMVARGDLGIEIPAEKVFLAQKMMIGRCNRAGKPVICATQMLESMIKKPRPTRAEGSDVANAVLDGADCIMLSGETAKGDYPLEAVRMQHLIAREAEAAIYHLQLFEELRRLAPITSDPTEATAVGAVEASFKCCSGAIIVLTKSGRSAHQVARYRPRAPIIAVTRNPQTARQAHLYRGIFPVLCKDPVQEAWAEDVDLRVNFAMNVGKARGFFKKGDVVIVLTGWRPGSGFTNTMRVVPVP
#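 Purified hPK-M2 (>95% pure) converted ADP (0.1 mM final) to ATP with 0.5 mM PEP in 50 mM imidazole pH7.2, KCl, MgCl2, Tween 20, BSA; 1 h at room temperature. ATP detected by Kinase-Glo luminescence.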
# BCR signal inh = blocks chronic active B-cell receptor signaling. hit rate 0.05% among 340,000. Potency, µM (doses to about 46.1 µM), without a hit: at the top dose ratio change, negative = lower green/red ratio, actives largely listed as inhibitors. ABC-DLBCL IkBa-CBG/CBR reporter, luminescence ratio, 4 h; active = well fitted inhibition curve with a large enough effect in the signal ratio, with a control signal flat, not every such curve was filed as active; inconclusive = small, poorly fitted or top-dose-only effect, or effect the other way, or a change in a side signal; the % refers to the signal ratio;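 also: potency is read from the fitted curve at half-maximal effect; plate controls were basal doxycycline-induced cells for no effect and cells given 10 µM MG132 for full effect; MG132 reads +100%, hits lower the ratio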
#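 TMD8 human ABC-DLBCL cells with doxycycline-inducible IκBα–green luciferase fusion and unfused red luciferase, in 0.5% FBS medium; compounds up to 46 uM, 4 h at 37C. Green/red luminescence ratio, filter-overlap corrected, fitted to concentration-response curves.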
# KCNH2 WT inh = blocks the wildtype human KCNH2 potassium channel; Q12809; U2OS, BacMam KCNH2, thallium flux FluxOr; active compounds read low; activity change, % at 1.84 µM; hit rate 0.37% among 340,000;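 active = maximum activity change below -70%; inconclusive = maximum activity change between -70% and -50%; inactive = maximum activity change above -50%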
#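 U2OS cells were transduced with wild-type KCNH2 virus (2.03 x 10^8 / mL) for 4 h at room temperature, then cultured overnight at 37 C. Thallium flux was read with FluxOr dye. Rate constants were normalized to DMSO controls.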
# GALK inh = galactokinase (human) inhibition | P51570 | Purified GALK, Kinase-Glo residual ATP luminescence | Potency, µM (series often up to 57.5 µM), inactives show at the top dose activity change, negative = inhibition, usual class: inhibitors | hit rate 0.007% among 270,000; also: potency is read from the fitted curve at half-maximal effect
# Target sequence (P51570 whole entry, looked up): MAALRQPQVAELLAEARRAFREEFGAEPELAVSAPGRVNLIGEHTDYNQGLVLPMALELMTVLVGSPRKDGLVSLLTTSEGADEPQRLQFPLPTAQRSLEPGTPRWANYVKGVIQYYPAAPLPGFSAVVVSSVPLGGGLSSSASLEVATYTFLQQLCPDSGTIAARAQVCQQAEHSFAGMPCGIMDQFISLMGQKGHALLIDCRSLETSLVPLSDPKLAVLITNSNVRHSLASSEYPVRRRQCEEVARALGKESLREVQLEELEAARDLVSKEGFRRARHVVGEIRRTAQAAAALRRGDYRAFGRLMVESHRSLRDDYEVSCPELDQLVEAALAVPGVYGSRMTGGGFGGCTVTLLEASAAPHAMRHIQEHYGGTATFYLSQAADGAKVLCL
#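 Luminescence from leftover ATP (Ultra-Glo luciferase/luciferin) served as read-out after a 1 h room-temperature reaction of 5 nM GALK with 35 uM ATP and 100 uM galactose.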
# B2AR arrestin = recruits beta-arrestin to the human beta2-adrenergic receptor; Potency, µM (series often up to 46.1 µM), for inactives: top-dose activation, most hits filed as activators; P07550; beta-arrestin recruitment to beta2AR, cell-based reporter; hit rate 0.02% among 330,000;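 also: potency is read from the fitted curve at half-maximal effect; 0% = DMSO controls and full agonism = EC100 isoproterenol or metaproterenol; nearly all actives have a fitted effect of over 65% in size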
# uPA surface inh = cell surface uPA generation inhibition. hit rate 0.31% among 330,000. cell surface uPA generation assay, qHTS. Potency, µM (doses to about 38.3 µM), inactives show at the top dose activity change, negative = inhibition, hits mostly inhibitors; active = well fitted inhibition curve with a large enough effect; inconclusive = small, poorly fitted or top-dose-only effect; inactive = no such curve, though single readings can be large or run the other way; tested in mouse RAW 264.7 cells; also: potency is read from the fitted curve at half-maximal effect; nearly all actives have a fitted effect of over 55% in size
# USP2a inh = USP2a (human) protease inhibition. USP2 core, Ub-CHOP2 coupled fluorogenic reporter, 485/531. Potency, µM (doses to about 38.3 µM), inactives show at the top dose activity change, negative = inhibition, hits mostly inhibitors. hit rate 0.01% among 330,000. AID 463254;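 also: potency is read from the fitted curve at half-maximal effect; plate controls were DMSO wells for no effect and full inhibition by NEM control for full effect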
#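 Deubiquitinase activity read as fluorescence (485/531 nm) after Ub-CHOP2 cleavage activates the enterokinase reporter on its substrate; USP2 core 10nM, Ub-CHOP2 and substrate 25nM each, 30min compound preincubation then 60min RT; data normalized to NEM, curves fitted.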
# Eya2 inh = blocks the phosphatase activity of human Eya2; Potency, µM (titrated, usually from 76.9 µM), without a hit: at the top dose activity, negative = inhibition, hits mostly inhibitors; AID 488837; O00167; hit rate 0.006% among 330,000; recombinant Eya2, OMFP fluorescence dephosphorylation (OMFP is methylfluorescein phosphate); also: potency is read from the fitted curve at half-maximal effect
#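 Eya2 (0.2 uM) preincubated 10 min at ambient with compound, then OMFP substrate added at 50 uM; 10 min reaction in 50 mM HEPES pH 7.5, 50 mM NaCl, 5 uM MgCl2, 0.05% BSA, 1 mM DTT. Fluorescence read at Ex 485/Em 525 nm.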
# KCNH2 3.1 block = KCNH2 3.1 (human) potassium channel inhibition; hit rate 0.95% among 340,000; U2OS KCNH2 3.1, thallium flux FluxOr; active compounds read low; AID 720553; activity change, % (tested at about 1.8 µM);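 active = maximum activity change below -70%; inconclusive = maximum activity change from -70% to -50%; inactive = maximum activity change above -50%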;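 also: thallium influx rate constant from kinetic fluorescence after stimulation buffer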
#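 FluxOr-based Tl+ influx in U2OS cells transduced with KCNH2 3.1 virus; rate constants normalized to DMSO controls.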
# Coupling enz = counter-screen for Giardia aldolase inhibitors: coupling enzyme system; coupling enzyme system counterscreen, AmpLite Red fluorescence; activity change, negative = inhibition, % at 58.2 µM, hits read low; hit rate 0.67% among 290,000; AID 2472; in the data active = activity change below about -30%
#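 Compounds tested against the coupling enzymes alone at 57.5 uM final; readout was AmpLite Red fluorescence (525/598 nm) after 20 min at RT.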
# Giardia killer = kills Giardia lamblia | activity change, % at 7.66 µM, hits read low | Giardia lamblia trophozoite viability | hit rate 0.15% among 340,000; in the data active = activity change below about -80%; inconclusive = between about -30% and that limit;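 also: parasites exposed to compound for two days anaerobically before the ATP read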
#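 Viability, read as ATP luminescence: trophozoites at 100 cells/well, compound added, 48 hrs anaerobic at 37 deg C, then 15-30 min room-temperature development before reading.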
# Numbers without * were called inactive; i = inactive; ? = inconclusive; . = not tested or not shown; [ ] = remark or other dose. Unless noted, calls follow the shape of the dose curve; as a rule, active = well fitted curve in the direction sought with a large enough effect; inconclusive = small, poorly fitted or top-dose-only effect, or another doubt; inactive = no such curve, though single readings can be large; an effect the other way counts as inactive or inconclusive. Unless noted, % is scaled to controls: 0 for no effect and ±100 for the full control effect. No enrichment for hits; any-hit rate near 2.4%.
1) COc1ccc(Cl)cc1C(=O)Nc1nnn(C)n1
2) CC(=O)N(CCCCl)C(C#N)c1ccccc1 (configuration not stated)
3) Cc1cc(C(=O)Nc2c(C)nn(Cc3ccccc3Cl)c2C)no1
4) Cc1ccc2[nH]c(O)c(N=NC(=O)CCc3ccccc3)c2c1Br
5) COCCNC(=O)CN(Cc1ccc(F)cc1)C(=O)CCC(=O)Nc1nccs1
6) CCCN1C2CCCC1CC(NC(=O)c1ccc(F)cc1)C2 (configuration not stated)

Screen / compound no.	1	2	3	4	5	6
PKM2 act	2%	-4%	-2%	?	1%	11%
BCR signal inh	4%	2%	2%	0%	2%	0%
KCNH2 WT inh	3	i	6	12	-2	30
GALK inh	1%	.	-2%	0%	-1%	-5%
B2AR arrestin	0.0%	-0.5%	-0.4%	-0.9%	0.1%	-0.2%
uPA surface inh	3%	1%	.	3%	6%	-3%
USP2a inh	1%	5%	-1%	4%	0%	-2%
Eya2 inh	6%	10%	0%	-2%	-7%	4%
KCNH2 3.1 block	-7	1	-10	26	16	-8
Coupling enz	1	-3	-6	-4	0	1
Giardia killer	1	16	1	21	-1	-8

# Results in KCNH2 3.1 block (two entries from above):
no. | compound | KCNH2 3.1 block
4 | Cc1ccc2[nH]c(O)c(N=NC(=O)CCc3ccccc3)c2c1Br | 26
5 | COCCNC(=O)CN(Cc1ccc(F)cc1)C(=O)CCC(=O)Nc1nccs1 | 16

# Next section.
7) CCOC(=O)c1c(C)n(-c2ccc(C)cc2)c2c(C(C(C)=O)C(=O)O)c(Br)c(O)c(O)c12 (configuration not stated)
8) COc1cc(/C=N/n2nnnc2N)ccc1OC(C)=O
9) Cn1nnc2cc(C(=O)Nc3ccccc3)ccc21
10) CC(NC(=O)c1ccc(Cl)cc1)C(=O)N1CCCCC1 (configuration not stated)
11) CCc1c(C)nc(N2CCN(c3ccc(Cl)cc3)CC2)[nH]c1=O
12) CCc1cc(C(=O)NCC(c2ccc(OC)cc2)N2CCOCC2)sc1C (configuration not stated)

Screen / compound no.	7	8	9	10	11	12
PKM2 act	-2%	-2%[11.5 µM]	-1%	-12%	1%	.
BCR signal inh	18%	3%	7%	1%	3%	-3%
KCNH2 WT inh	2	-9	19	-7	0	2
GALK inh	-4%	9%	15%	0%	6%	.
B2AR arrestin	-0.4%	-0.6%	0.2%	0.4%	-0.8%	-0.1%
uPA surface inh	-3%	3%	-14%	-2%	-3%	-1%
USP2a inh	-15%	0%	1%	-1%	1%	-1%
Eya2 inh	-31%	-6%	5%	-5%	19%	26%
KCNH2 3.1 block	-8	-3	-5	0	-8	2
Coupling enz	-34*	1	1	0	3	.
Giardia killer	3	-22	-22	6	-1	-13

13) O=C(CCCn1c(SCC(=O)NCC2CCCO2)nc2ccccc2c1=O)NCc1ccccc1 (configuration not stated)
14) O=C(CCc1nnc(CCCc2ccccc2)o1)NCCc1ccco1
15) NC(=O)CSc1oc(-c2cccs2)nc1S(=O)(=O)c1ccccc1
16) c1cn(CCCNC2=NCCCCC2)cn1
17) O=C(NNC(=O)c1ccc(Oc2cc(Cl)cc(Cl)c2)o1)c1ccccc1
18) COC(=O)c1ccc(OCCN2CCCCCC2)cc1

Screen / compound no.	13	14	15	16	17	18
PKM2 act	-4%	0%	6%	-11%	-4%	-3%
BCR signal inh	-13%	-5%	3%	0%	7%	-2%
KCNH2 WT inh	-7	4	-21	-2	-16	i
GALK inh	0%	1%	1%	-1%	0%	4%
B2AR arrestin	-1.3%	-0.7%	-0.1%	-1.2%	-0.5%	-0.2%
uPA surface inh	3%	1%	-2%	1%	?	2%
USP2a inh	3%	0%	0%	3%	2%	2%
Eya2 inh	26%	4%	-4%	0%	5%	-9%
KCNH2 3.1 block	3	13	6	6	1	-4
Coupling enz	-1	1	-1	-1	-1	0
Giardia killer	-11	-15	8	-12	6	-13

19) COCCCNC(=O)c1ccc(-c2csc(C)n2)cc1
20) CCOC(=O)C(CO)(NC(C)=O)C(=O)OCC
21) CC(OC(=O)C1CC(=O)N(Cc2ccccc2)C1)C(=O)Nc1ccc(F)cc1Cl (configuration not stated)
22) CSCCCc1cn([C@@H](CO)C(=O)NCCCCCCCCCCC(=O)N2CCNCC2)nn1
23) Cc1ccc(S(=O)(=O)N2CCC(n3nnc4cc(C)ccc43)CC2)cc1
24) O=C(N/N=C/c1cc([N+](=O)[O-])cc([N+](=O)[O-])c1O)/C(=C\c1cccs1)NC(=O)c1ccccc1

Screen / compound no.	19	20	21	22	23	24
PKM2 act	-2%	?	.	.	0%	-3%
BCR signal inh	-1%	-1%	0%	-2%	-9%	5%
KCNH2 WT inh	-1	-4	-7	-2	-14	23
GALK inh	-3%	0%	.	.	0%	-1%
B2AR arrestin	0.4%	0.3%	0.0%	0.0%	-0.3%	-0.7%
uPA surface inh	-6%	-1%	1%	1%	4%	5%
USP2a inh	3%	-7%	-1%	1%	0%	1%
Eya2 inh	-4%	-3%	0%	-25%	-8%	-6%
KCNH2 3.1 block	9	7	5	-3	-31	-6
Coupling enz	-1	0	.	.	8	14
Giardia killer	23	4	-2	54[activator]	-3	4

25) N#CCCn1cc(/C=N/NC(=O)c2ccncc2)c(-c2ccccc2)n1
26) Cc1ccc2[nH]c(=O)c(CN(Cc3nnnn3Cc3ccccc3)C3CCCC3)cc2c1
27) CCN(CC(=O)NCc1ccc(Cl)cc1)C(=O)/C=C/c1ccc(C#N)cc1
28) c1ccc(CSc2nnc(NC3=NCCCCC3)s2)cc1
29) O=C(CCNC(=O)c1ccc([N+](=O)[O-])cc1)Nc1ccccc1N1CCCC1
30) O=C(/C=C/c1ccc(OC(F)F)cc1)Nc1cccc(S(=O)(=O)N2CCOCC2)c1

Screen / compound no.	25	26	27	28	29	30
PKM2 act	2%	1%	2%	4%	0%	0%
BCR signal inh	1%	5%	9%	3%	0%	?
KCNH2 WT inh	3	4	11	3	5	-39
GALK inh	2%	1%	0%	-1%	-6%	7%
B2AR arrestin	-0.3%	-0.2%	-0.1%	0.1%	-0.8%	0.6%
uPA surface inh	.	-5%	-4%	1%	10%	-5%
USP2a inh	-2%	-1%	3%	0%	3%	-4%
Eya2 inh	-3%	12%	6%	-5%	4%	-3%
KCNH2 3.1 block	19	-25	?	15	-19	-72*
Coupling enz	0	1	0	-1	.	.
Giardia killer	2	-7	-2	0	15	22

31) Cc1c(C(=O)OC(C)CCN(C)C)oc2ccccc12 (configuration not stated)
32) COc1ccc(C)cc1S(=O)(=O)N(CC(=O)Nc1cccc([N+](=O)[O-])c1)c1ccc(C)cc1
33) Cc1c(Cl)c(C(F)(F)F)nn1CC(=O)N1CCSCC1
34) CN(C(=O)COC(=O)c1ccc(Br)c([N+](=O)[O-])c1)c1c(N)n(Cc2ccccc2)c(=O)[nH]c1=O
35) OCCN(CCCn1c(-c2ccncc2)nc2ccccc21)c1nc(CN2CCCCC2)cs1
36) O=C(Cn1cc(C(=O)C(F)(F)F)c2ccccc21)NCc1ccco1

Screen / compound no.	31	32	33	34	35	36
PKM2 act	2%	-6%	-1%	.	5%	2%
BCR signal inh	-1%	?	-3%	?	-17%	4%
KCNH2 WT inh	-2	2	-2	-1	-2	-6
GALK inh	-4%	0%	-5%	.	.	0%
B2AR arrestin	-0.3%	-2.2%	-0.8%	-0.2%	1.7%	-0.4%
uPA surface inh	2%	-11%	1%	-1%	-6%	0%
USP2a inh	5%	-7%	2%	1%	-1%	7%
Eya2 inh	9%	5%	3%	0%	-9%	-8%
KCNH2 3.1 block	6	-20	5	4	-2	4
Coupling enz	0	-5	4	.	-1	1
Giardia killer	4	-20	4	-10	-19	4

37) COc1ccc(NC(=O)CSc2nnnn2C2CCCCC2)c(OC)c1
38) CC(NC(=O)Nc1ccc(Br)cc1)C(C)(C)C (configuration not stated)
39) NS(=O)(=O)c1ccc(N/N=C/c2ccc[nH]2)c([N+](=O)[O-])c1
40) COc1ccc(N/N=C(\C#N)C(=O)NCCc2ccc(OC)c(OC)c2)cc1
41) COCc1nnc(NS(=O)(=O)c2ccc(F)cc2)s1
42) CC1CCN(C(=O)c2ccc(NC(=O)c3cccs3)cc2)CC1

Screen / compound no.	37	38	39	40	41	42
PKM2 act	.	-1%	0%	-5%	1%	0%
BCR signal inh	?	?	?	-5%	1%	?
KCNH2 WT inh	-1	.	0	1	-14	2
GALK inh	3%	-2%	1%	0%	-3%	4%
B2AR arrestin	-0.5%	-0.2%	-0.7%	0.1%	-0.4%	4.5%
uPA surface inh	2%	16%	-13%	3%	-1%	3%
USP2a inh	2%	5%	-7%	1%	2%	3%
Eya2 inh	-13%	-3%	11%	6%	-10%	3%
KCNH2 3.1 block	-10	-2	-9	0	5	0
Coupling enz	-3	-10	-6	0	1	3
Giardia killer	-9	-26	-1	-18	4	-15
